High-throughput results: PubChem, several laboratories
NR2F2 inh: NR2F2 (human) inhibition, primary screen; AID 686940; hit rate 0.7% among 370,000; HEK293T NGFI-A luciferase reporter, luminescence; inhibition, % at 8.6 µM;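 active = inhibition above a per-plate cutoff, mean inhibition of test wells between control levels plus 3 SD, cut at about 38% in these data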;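 also: cells cotransfected with COUP-TFII expression vector driving the NGFI-A reporter; 0% = median of COUP-TF2 test wells and 100% = reporter-only cells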
TWEAK Fn14 block: TWEAK-Fn14 signaling inhibition; TWEAK-stimulated Fn14 reporter cells, luciferase luminescence, 8 h; inhibition, % at 10 µM; hit rate 2% among 360,000; in the data active = inhibition above about 50%
ABHD5 PLIN5 PPI: blocks binding of human ABHD5 to perilipin-5. Q00G26+Q8WTS1. Split G. princeps luciferase complementation, luminescence, 4 h. inhibition, % at 4 µM. hit rate 0.78% among 360,000. AID 602281;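 active = inhibition above the mean inhibition across every tested compound plus 3 SD, cut at about 22% in these data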;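 also: 0% = DMSO only wells and the 100% control is not disclosed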
TROY signal inh: TROY signaling inhibition; Q293 LMP1-TROYcd NF-kB luciferase reporter, 4 h; inhibition, % at 10 µM; hit rate 0.98% among 360,000;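 active = compounds whose plate-normalised and pattern-corrected inhibition of the luciferase reporter signal at the single screening dose is 50% or more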
NOD2 RIPK2 PPI: NOD2-RIPK2 protein interaction inhibition. AID 624267. O43353. hit rate 0.38% among 360,000. CHO BLA complementation NOD2-RIPK2, CCF4 ratio. inhibition, % at 4.98 µM; in the data active = inhibition above about 21%;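 also: 0% = vehicle only and 100% = reference blocker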
NCOA2 inhibitor: human SRC2 (NCOA2) inhibition; HEK293 GAL4-SRC2 luciferase reporter, luminescence; AID 651957; Q15596; hit rate 0.17% among 370,000; inhibition, % at 9 µM;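 active = inhibition above the mean inhibition of all tested compounds plus 3 SD, set per campaign, cut at about 52% in these data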;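 also: 0% = DMSO treated cells and 100% = cells given Gossypol at 36 µM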
TLR9-MyD88 inh: TLR9-MyD88 interaction inhibition; Q9NR96+Q99836; AID 504734; CHO BLA complementation TLR9-MyD88, CCF4 FRET ratio; inhibition, % at 4.98 µM; hit rate 0.21% among 340,000;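 active = inhibition above the mean over all tested compounds plus 3 SD, cut at about 21% in these data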;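 also: 0% = DMSO only wells and 100% = clavulanate BLA inhibitor control wells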
SRC1 inh: inhibitors of human steroid receptor coactivator 1 (SRC1). HEK293 GAL4-SRC1 luciferase reporter, luminescence. inhibition, % at 3.6 µM. hit rate 0.12% among 360,000. AID 588354;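 active = inhibition above the campaign mean plus 3 SD, with each screening campaign given its own cutoff, cut at about 60% in these data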;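 also: 0% = DMSO treated cells and 100% = gossypol at 36 µM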
Exocytosis inh: lytic granule exocytosis inhibition. AID 651702. TALL-104 LAMP-1 surface exposure, flow cytometry; cells stimulated with thapsigargin and PMA. inhibition, % at 10 µM. hit rate 0.66% among 360,000;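 active = inhibition above about 55%, limit read from the data; inconclusive = no clear call, values can overlap the other calls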
SRC3 inh: inhibitors of human steroid receptor coactivator 3 (SRC3); Q9Y6Q9; HEK293 GAL4-SRC3 luciferase reporter, luminescence; inhibition, % at 3.6 µM; hit rate 0.17% among 360,000;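 active = inhibition above a per-campaign cutoff, the mean of all compounds plus 3 SD, cut at about 60% in these data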;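 also: 0% = DMSO-treated cells and 100% = gossypol-treated cells at 36 µM; higher means less SRC3-driven luciferase light from the GAL4 reporter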
Target sequence (Q9Y6Q9 whole entry, looked up, the tested form may be a part): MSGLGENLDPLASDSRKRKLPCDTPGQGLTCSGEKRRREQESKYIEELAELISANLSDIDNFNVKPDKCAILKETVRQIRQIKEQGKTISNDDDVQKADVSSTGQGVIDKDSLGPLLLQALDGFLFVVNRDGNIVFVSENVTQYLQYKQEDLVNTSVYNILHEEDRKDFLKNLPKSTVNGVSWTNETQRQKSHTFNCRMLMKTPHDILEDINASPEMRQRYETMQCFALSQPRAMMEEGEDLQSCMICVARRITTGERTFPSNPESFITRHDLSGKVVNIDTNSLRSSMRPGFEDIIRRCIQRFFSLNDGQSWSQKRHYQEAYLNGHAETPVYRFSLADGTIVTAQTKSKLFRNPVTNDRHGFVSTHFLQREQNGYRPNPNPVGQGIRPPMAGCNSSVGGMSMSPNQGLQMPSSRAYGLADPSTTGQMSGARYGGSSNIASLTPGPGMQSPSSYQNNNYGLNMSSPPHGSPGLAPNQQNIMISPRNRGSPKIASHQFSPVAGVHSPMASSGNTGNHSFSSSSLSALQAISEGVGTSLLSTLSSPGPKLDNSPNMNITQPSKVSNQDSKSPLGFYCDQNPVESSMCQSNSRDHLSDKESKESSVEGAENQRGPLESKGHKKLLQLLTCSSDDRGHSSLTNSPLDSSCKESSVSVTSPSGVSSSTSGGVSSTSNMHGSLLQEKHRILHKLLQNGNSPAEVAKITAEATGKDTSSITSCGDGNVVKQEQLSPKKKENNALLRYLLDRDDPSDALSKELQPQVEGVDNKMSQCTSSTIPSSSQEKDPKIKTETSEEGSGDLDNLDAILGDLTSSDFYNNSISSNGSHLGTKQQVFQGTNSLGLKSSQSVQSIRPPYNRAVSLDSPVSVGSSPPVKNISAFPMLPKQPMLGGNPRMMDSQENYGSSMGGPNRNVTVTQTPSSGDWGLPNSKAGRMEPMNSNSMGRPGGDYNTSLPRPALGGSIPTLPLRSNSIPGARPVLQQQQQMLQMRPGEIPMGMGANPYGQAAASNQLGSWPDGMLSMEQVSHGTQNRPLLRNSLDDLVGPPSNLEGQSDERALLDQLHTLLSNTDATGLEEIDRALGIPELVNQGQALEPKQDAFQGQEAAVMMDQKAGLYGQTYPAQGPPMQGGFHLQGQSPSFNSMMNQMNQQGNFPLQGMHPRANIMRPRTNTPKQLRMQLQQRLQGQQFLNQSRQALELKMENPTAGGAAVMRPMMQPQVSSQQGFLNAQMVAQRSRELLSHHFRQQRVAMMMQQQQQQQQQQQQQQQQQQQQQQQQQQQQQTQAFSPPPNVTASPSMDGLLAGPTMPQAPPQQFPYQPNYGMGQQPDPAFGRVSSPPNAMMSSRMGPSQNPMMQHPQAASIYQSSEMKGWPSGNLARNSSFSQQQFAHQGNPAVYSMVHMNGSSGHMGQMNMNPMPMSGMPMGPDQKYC
NR5A2 inv ag: NR5A2 inverse agonism in reporter assay; O00482; HEK293T StAR-luciferase reporter, LRH-1 transfected, 24 h; inhibition, % at 3.6 µM; hit rate 0.13% among 360,000;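 active = inhibition above the mean inhibition of all tested compounds plus 3 SD, cut at about 73% in these data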;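 also: 0% = DMSO wells and 100% = reporter-only cells lacking LRH-1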
Numbers without * were called inactive; ? = inconclusive; / = not tested or not shown.

SMILES	NR2F2 inh	TWEAK Fn14 block	ABHD5 PLIN5 PPI	TROY signal inh	NOD2 RIPK2 PPI	NCOA2 inhibitor	TLR9-MyD88 inh	SRC1 inh	Exocytosis inh	SRC3 inh	NR5A2 inv ag
CN1CCN(C(=O)CSc2nc(-c3cccs3)cc(-c3cccs3)c2C#N)CC1	/	17	14	0	18	/	24*	-17	14	-5	-1
CCN1CCN(c2cc(C)c3cc(NC(=O)CCC(=O)N4CCN(c5ccccc5OC)CC4)ccc3n2)CC1	-7	-16	6	-20	2	-52	6	-12	17	-27	3
C[C@@]12CCC3[C@@](CCC4[C@@]3(C)CCC[C@@]4(C)C(=O)N3CCCCC3)(CC1=O)C2 (stereo partly specified)	1	-3	-4	10	-13	-4	3	-7	1	-32	5
NCCCC[C@@H]1NC(=O)[C@H](CCC(=O)O)NC(=O)c2cc([N+](=O)[O-])cc(I)c2OCC[C@@H](C(N)=O)NC1=O	/	3	-1	1	5	/	0	6	6	-15	5
CSc1ccc(C(=O)C2CCCN(C(=O)c3cccc(N4CCOCC4)c3)C2)cc1 (stereo unspecified)	11	-13	2	0	-4	2	-8	-18	-2	-3	0
O=C(Oc1cc2oc(=O)c3c(c2cc1Cl)CCCC3)c1cccs1	11	7	2	10	-1	16	-7	-2	-1	-1	14
COc1cccc(OC)c1C(=O)Nc1ccc(S(=O)(=O)Nc2ncccn2)cc1	6	7	-2	-10	-6	5	4	-3	-1	0	-2
COC(=O)c1c(NC(=O)CN2CCC3(O)CCCCC3C2c2ccc(OC)cc2OC)sc(C)c1C (stereo unspecified)	4	24	-16	-5	-8	13	-6	1	-2	3	4
CCCOc1ccc(NC(N)=O)cc1OCCC	-1	2	-9	-1	-2	-22	-4	-12	-2	-7	1
CCOC(=O)c1c(-c2cc(OC)c(OC)c(OC)c2)csc1NC(=O)c1ccccc1	-11	15	-5	13	1	-5	-2	16	3	16	11
COc1ccc(/C=C/C(=O)c2ccc(C)c([N+](=O)[O-])c2)cc1O	-4	10	40*	15	0	-23	11	15	1	12	0
O=C(c1ccc(F)cc1F)N(Cc1ccccn1)Cc1ccco1	0	-8	10	2	-7	-3	-5	-19	0	-21	13
Cc1[nH]c2ccccc2c1SCc1nnc(SCc2ccccc2)n1C	-11	-6	1	1	0	15	-1	-12	4	27	-4
CO/N=C/c1ccc(Oc2ccc([N+](=O)[O-])cc2[N+](=O)[O-])c(OC)c1	1	12	-4	1	-3	8	1	-26	-7	-1	-15
CCOC(=O)C1CCCN(Cc2cn[nH]c2-c2ccc(F)cc2F)C1 (stereo unspecified)	12	4	-3	17	-10	4	-10	-8	-2	3	-3
CC1=C(C)CC(C(=O)Nc2cccc(Cl)c2)C(C(=O)O)C1 (stereo unspecified)	-15	-1	-10	-33	-10	-2	-14	-2	0	14	-9
COC(=O)c1sccc1NC(=O)Nc1ccc(OC)c(OC)c1	-3	-10	-3	-23	3	-16	-11	-91	-5	-12	-19
O=C(COC(=O)c1ccc(Br)o1)Nc1cccc(S(=O)(=O)N2CCOCC2)c1	1	-9	-5	-5	-9	-9	-8	1	4	-6	-2
O=C(CCC1CCCCC1)NCCN1CCOCC1	0	1	14	0	-12	-9	3	10	-5	-2	11
O=C1C=C(O)c2cccc3cccc1c23	24	6	-6	0	-8	-1	15	-2	-12	-7	21
COc1cc(NC(=O)CCC2CCCC2)cc(-n2cnnn2)c1	1	-10	-8	1	2	-3	2	-15	-5	12	7
CCOC(=O)/C(C#N)=C\N(C)C	-6	6	17	-6	-1	-13	-8	-20	-1	5	-26
CSc1sc(C(=O)O)c2c1C(=O)CCC2	-4	-3	19	8	-3	2	-4	11	2	-1	-10
CCN(C(=O)c1ccccc1Cl)c1ccccc1	1	7	4	1	-20	9	-9	-10	-2	1	18
COCCNc1nnc(SCC(=O)NC(=O)c2ccccc2OC)s1	-13	1	4	11	-1	-13	7	-2	0	-18	-20
CCN(CCCNC(=O)CNC(=O)c1nn(-c2ccc(OC)c(OC)c2)c(=O)c2ccccc12)c1ccccc1	9	7	-3	1	-4	11	-13	6	2	-1	6
CSc1nc(/C=C2\C=Nc3ccccc32)c(O)n1C	-26	2	7	-35	3	-22	3	-23	1	-1	-2
Cc1nc(-c2ccccc2)sc1C(=O)O	-17	2	0	-27	-7	-24	-1	-35	0	-11	-47
COc1ccc(NC(=O)CN2CCN(c3c(C)cc(C)cc3C)CC2)cc1	20	-12	-3	13	-17	10	1	7	-2	3	9
O=C(NNC1=NS(=O)(=O)c2ccccc21)c1ccc([N+](=O)[O-])cc1	-5	31	0	7	-14	-5	-15	3	-3	-20	8
CNC(=O)c1ccsc1NC(=O)C1CCN(S(=O)(=O)c2cccs2)CC1	22	4	-8	5	-4	-21	-6	-2	4	8	-5
CC(C)OC(=O)c1cn(-c2ccccc2)nc1-c1ccco1	26	15	18	3	-7	10	-3	2	-2	3	14
COC(=O)c1sccc1Oc1ccc(F)cc1[N+](=O)[O-]	6	11	-1	5	2	17	-11	4	0	12	0
CCCSc1nnc(CSc2nc3ccccc3s2)n1-c1ccccc1	17	18	-4	53*	3	6	-7	9	18	-24	28
CC1=C(C(=O)N2CCCCCC2)CC(CC(=O)NCCN2CCOCC2)C(=O)N1Cc1ccccc1 (stereo unspecified)	8	11	-6	10	4	-13	/	3	-5	12	-14
O=C(NCCCn1ccnc1)c1ccc(F)cc1	16	12	3	0	-2	19	-7	17	8	-12	13
CC(C)COP(=O)(c1ccc(N(C)C)cc1)C(O)c1ccc(N(C)C)cc1 (stereo unspecified)	-9	20	0	3	-6	-23	2	1	3	3	5
O=C(O)C1=C(C(=O)Nc2cccc(C(F)(F)F)c2)CCCC1	-20	-5	-2	-9	-3	-8	-4	-18	2	10	1
CC(=O)Nc1cccc(-c2ccnc3c2CC(C(=O)Nc2cccc(NS(C)(=O)=O)c2)O3)c1 (stereo unspecified)	-11	-8	-1	-10	-13	-16	/	0	-1	-9	-18
C=CCn1c2ccccc2n2nc(C)c(=O)nc12	-12	4	10	-8	0	-1	14	-12	0	-1	5

Limited to NR2F2 inh and TROY signal inh (three entries from above):
molecule	NR2F2 inh	TROY signal inh
CC(C)COP(=O)(c1ccc(N(C)C)cc1)C(O)c1ccc(N(C)C)cc1 (stereo unspecified)	-9	3
COC(=O)c1sccc1Oc1ccc(F)cc1[N+](=O)[O-]	6	5
O=C(O)C1=C(C(=O)Nc2cccc(C(F)(F)F)c2)CCCC1	-20	-9

Remaining list, next part.
SMILES	NR2F2 inh	TWEAK Fn14 block	ABHD5 PLIN5 PPI	TROY signal inh	NOD2 RIPK2 PPI	NCOA2 inhibitor	TLR9-MyD88 inh	SRC1 inh	Exocytosis inh	SRC3 inh	NR5A2 inv ag
Cc1onc(C(N)=O)c1C(=O)Nc1ncc(C(F)(F)F)cc1Cl	16	4	-3	0	-9	-16	-3	-22	-1	4	0
CN(C)Cc1c(C(=O)N/N=C/c2ccccc2OCc2ccc(F)cc2)nnn1-c1nonc1N	32	1	6	-19	-2	12	-4	12	?	0	17
N#Cc1ccc(C(=O)N2CCCCC2c2cc(C(=O)NCc3ccccc3)no2)cc1 (stereo unspecified)	-4	6	2	-9	-10	5	/	0	-7	-8	5
COc1cccc(N2CCN(CC(=O)Nc3ccccc3C(=O)NCc3ccccc3)CC2)c1	12	18	2	29	0	30	1	2	6	33	1
Cc1ccc(S(=O)(=O)/N=C(/c2ccccc2)N(C)C)c(C)c1	-19	-3	2	5	-8	-13	-1	4	-5	3	5
C=CCOc1ccc(CN(C)CC(O)COc2cccc3ccccc23)cc1 (stereo unspecified)	4	-27	16	-49	7	1	-5	-13	-8	-16	29
CCn1c(C)c(C(C)=O)cc(C#N)c1=O	14	-8	-2	7	0	-19	-4	-15	-1	9	-15
COc1ccc(C(=O)NCC(=O)OCC(=O)c2ccc3c(c2)NC(=O)CO3)cc1OC	5	3	2	-8	-13	-8	/	8	0	0	9
Cc1cccc(NC(=O)c2ccc(Cl)c(NC(=O)c3ccncc3)c2)c1C	15	17	2	13	7	5	-7	-1	-4	5	-18
CC1CCCCC1=NNC(=O)c1ccccc1 (stereo unspecified)	-51	-15	-4	-40	-2	-54	12	-99	3	-88	-156
CCCn1c(=O)c2sccc2n2c(CCCC(=O)NC3CCN(Cc4ccccc4)CC3)nnc12	4	2	4	12	-14	10	12	-16	-1	24	3
CCOc1ccc(C2C(C#N)=C(N)N(c3sc4c(c3C#N)CCCC4)C3=C2C(=O)CCC3)cc1 (stereo unspecified)	1	-20	-2	-16	-8	-10	3	1	1	-2	-30
COc1ccc(-n2c(SCC(=O)c3c(N)n(C)c(=O)n(C)c3=O)nc3ccccc32)cc1	-2	15	-6	11	-4	-17	-9	-9	22	12	5
Cn1ccnc1SCC(=O)NCC(=O)Nc1ccc(F)c(F)c1F	1	10	-1	-2	0	14	3	-9	-4	3	2
NC1=NC(=O)/C(=C/c2cn(CCC(=O)O)nc2-c2ccc(F)cc2)S1	0	-10	1	-2	3	-1	0	-23	0	-1	3
CCCCc1cc(=O)oc2cc(OC(C)C(=O)NCCN3CCOCC3)c(Cl)cc12 (stereo unspecified)	10	-4	13	-14	-3	1	-10	-21	4	-1	8
COc1ccc(Cc2noc(CN3CCN(Cc4cccc(Cl)c4)CC3)n2)cc1OC	19	-12	2	25	7	14	-6	-201	-3	-4	2
CCc1cccc(OCCn2nc(C(=O)O)c3ccccc3c2=O)c1	9	0	0	22	7	9	-11	11	8	14	0
CC(=O)c1cc2c(cc1NC(=O)CN1CCOCC1)OCO2	3	-19	10	-3	-7	-2	4	-2	-1	-10	1
COc1ccc(S(=O)(=O)CC(=O)c2cc(C)c(O)c(C)c2)cc1	-9	0	3	3	-5	5	5	10	8	0	-4
COc1ccc([C@@H]2CC=C(C(=O)O)[C@H](c3ccc(C(C)(C)C)cc3)N2S(=O)(=O)c2ccc(C)cc2)cc1OC	5	36	1	5	-18	-3	-1	13	-10	-5	4
COc1ccc(CN2CCN(C(=O)CC(C)C)CC2)c2ccccc12	7	-25	-5	7	-11	3	-5	-6	1	-2	15
Cc1cc2c(cc1S(=O)(=O)CCC(=O)N(C)C1CCCCC1)OCC(=O)N2	22	-7	0	6	-3	-17	0	6	0	16	13
CC1(C)C2CC[C@]3(C)C(CC=C4[C@@H]5C[C@](C)(CO)CC[C@]5(C(=O)O)CC[C@]43C)[C@@]2(C)CC[C@@H]1O (stereo partly specified)	/	-9	2	3	-5	/	/	3	-8	7	13
CCOC(=O)NCc1ccc2[nH]c(C)cc2c1	-7	13	7	6	-9	-30	-8	2	-4	-7	8
CC1CN(S(=O)(=O)c2cccc(C(=O)OCC(=O)c3cccs3)c2)CC(C)O1 (stereo unspecified)	-6	-3	-3	4	4	-12	4	3	-3	5	1
CC1=C(C#N)C(c2cccnc2)C2=C(CC(c3ccc(Cl)cc3)CC2=O)N1 (stereo unspecified)	-19	-12	3	4	-2	6	-2	-11	1	0	-4

Only part of the results is shown; count on the stated rates, not on these rows.
